mIAP block = inhibitors of mouse IAP, primary screen, biochemical, luminescence, uHTS; intestinal alkaline phosphatase [Mus musculus]; purified mouse IAP, CDP-Star luminescence, 30 min; inhibition, % at 10 µM; 0.2% of 330,000 active; AID 2806, 2010;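 active = inhibition of at least 40% at 10 µM in the primary screen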;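 note: plate controls were DMSO with enzyme for no effect and no enzyme wells for full effect; values of inactives mirror those of a sister screen read the other way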
NLRP3 yeast inh = NALP3 inflammasome inhibitors in reconstituted yeast, primary screen, luminescence, uHTS; Yeast reconstituted NLRP3/ASC/caspase-1, beta-gal luminescence, 24 h; inhibition, % at 10 µM; 0.39% of 330,000 active;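 active = inhibition of 50% or more; inactive = inhibition below 50%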;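 note: plate controls were induced DMSO wells for no effect and uninduced yeast grown without galactose for full effect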
TIM10 inh = growth inhibitors of isogenic TIM10 control yeast, primary screen, counter-screen for tim10-1 yeast inhibitor project, luminescence, uHTS. S. cerevisiae TIM10 strain growth, BacTiter-Glo luminescence, 24 h. inhibition, % at 10 µM. 1.4% of 330,000 active. AID 463195, 2010;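 active = inhibition of 40% or more at the single tested concentration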;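 note: wild-type TIM10 isogenic control strain grown at permissive 25 °C; 0% = DMSO yeast wells and 100% = minimal medium wells without yeast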
tim10-1 inh = growth inhibitors of tim10-1 mutant yeast, primary screen, luminescence, uHTS; AID 463190, 2010; S. cerevisiae tim10-1 ts strain growth, BacTiter-Glo, 24 h; inhibition, % at 20 µM; 2.2% of 330,000 active;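 active = inhibition of at least 40%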;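 note: mutant grown at 25 °C; 0% = DMSO wells with yeast and 100% = wells holding no yeast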
hIAP inh = human IAP inhibitors, primary screen, biochemical, luminescence, uHTS; Intestinal-type alkaline phosphatase (Homo sapiens), P09923; purified IAP, CDP-Star luminescence, 30 min; inhibition, % at 10 µM; 0.12% of 330,000 active;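 active = inhibition reaching a set limit with compound at 10 µM in the primary screen, cut at about 35% in these data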;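 note: plate controls were DMSO wells with enzyme for no effect and no-enzyme buffer wells for full effect; values of inactives mirror those of a sister screen read the other way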
hIAP activ = human IAP activators, primary screen, biochemical, luminescence, uHTS | Intestinal-type alkaline phosphatase (Homo sapiens), P09923 | 0.16% of 330,000 active | activation factor at 10 µM | purified human IAP, CDP-Star luminescence, 30 min; hits give high values; 1 = vehicle-only enzyme, 0 = enzyme-free background | AID 2524, 2010;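 active = activation factor of the enzyme at least 2-fold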; note: the source names both 10 and 20 µM as test concentration; values of inactives mirror those of a sister screen read the other way
Apaf1 inhib = inhibitors of human Apaf-1 apoptosome, primary screen, biochemical, DEVD-Rh110 fluorescence, uHTS. reconstituted apoptosome caspase-3 activity. 0.71% of 330,000 active. inhibition, % at 20 µM. Apoptotic protease-activating factor 1 (Homo sapiens), O14727; active = inhibition of at least 40% at 20 µM;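 note: plate controls were DMSO wells for no effect and DEVD-CHO caspase inhibitor wells for full effect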
Target sequence (O14727 whole entry, looked up): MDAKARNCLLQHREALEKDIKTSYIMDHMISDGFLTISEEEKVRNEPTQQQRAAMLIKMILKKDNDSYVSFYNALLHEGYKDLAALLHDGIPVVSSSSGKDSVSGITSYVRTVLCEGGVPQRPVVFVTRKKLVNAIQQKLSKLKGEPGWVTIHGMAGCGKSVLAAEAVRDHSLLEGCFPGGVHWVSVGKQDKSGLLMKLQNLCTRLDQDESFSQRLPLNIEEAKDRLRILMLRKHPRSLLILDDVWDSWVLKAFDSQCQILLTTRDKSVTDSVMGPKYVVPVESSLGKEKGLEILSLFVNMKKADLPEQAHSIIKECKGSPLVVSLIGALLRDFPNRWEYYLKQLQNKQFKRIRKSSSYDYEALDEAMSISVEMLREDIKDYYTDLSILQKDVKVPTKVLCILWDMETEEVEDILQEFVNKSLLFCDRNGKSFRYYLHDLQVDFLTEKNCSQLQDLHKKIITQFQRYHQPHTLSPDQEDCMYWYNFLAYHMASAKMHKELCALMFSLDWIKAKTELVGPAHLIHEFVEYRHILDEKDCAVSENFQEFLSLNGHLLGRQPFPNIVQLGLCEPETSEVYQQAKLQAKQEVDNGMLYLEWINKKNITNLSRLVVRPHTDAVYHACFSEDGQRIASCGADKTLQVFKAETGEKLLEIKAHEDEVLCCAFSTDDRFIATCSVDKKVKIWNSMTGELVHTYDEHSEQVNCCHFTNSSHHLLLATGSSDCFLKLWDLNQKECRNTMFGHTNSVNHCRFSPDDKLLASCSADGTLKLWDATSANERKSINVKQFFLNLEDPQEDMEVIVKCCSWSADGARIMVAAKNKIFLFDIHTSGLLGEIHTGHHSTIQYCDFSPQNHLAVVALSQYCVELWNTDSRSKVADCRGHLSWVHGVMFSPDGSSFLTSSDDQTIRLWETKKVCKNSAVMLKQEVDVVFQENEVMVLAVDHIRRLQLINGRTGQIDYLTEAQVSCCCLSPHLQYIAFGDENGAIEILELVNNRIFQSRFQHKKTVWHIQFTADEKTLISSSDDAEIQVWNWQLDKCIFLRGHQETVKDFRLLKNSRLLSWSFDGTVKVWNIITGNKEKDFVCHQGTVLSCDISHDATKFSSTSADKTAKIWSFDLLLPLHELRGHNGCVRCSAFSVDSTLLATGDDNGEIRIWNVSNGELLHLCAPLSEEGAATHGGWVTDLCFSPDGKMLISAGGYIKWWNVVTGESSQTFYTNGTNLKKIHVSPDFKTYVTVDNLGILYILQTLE
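Assay system – apoptosome proteins · Medium – Hepes buffer, pH 7.5 · Also added – cytochrome c with DEVD-Rh110 · Timing – 30 min compound preincubation, 50 min activation, room temperature · Detection – Rh110 fluorescence, excitation 480 nm, emission 540 nm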
mIAP activ = activators of mouse IAP, primary screen, biochemical, luminescence, uHTS; muIAP, CDP-Star luminescence, 30 min; hits give high values; 1 = vehicle-only enzyme signal, 0 = enzyme-free wells; activation factor at 10 µM; 0.24% of 330,000 active;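 active = activation factor of at least 2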; note: the source names both 10 and 20 µM as test concentration; values of inactives mirror those of a sister screen read the other way
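System: Mouse IAP enzyme | Also added: CDP-Star substrate | Dosing: Compounds dispensed in DMSO | Schedule: 30 min enzyme-substrate-compound incubation at room temperature | Technique: Chemiluminescence readout | Control set: DMSO-only wells and no-enzyme negative control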
ATG4B inh = ATG4B protease inhibitors, primary screen, biochemical, fluorescence, uHTS | 0.51% of 340,000 active | ATG4B cleavage of LC3-PLA2, NBD-HPC fluorescence, 1 h | inhibition, % at 8.33 µM; in the data active = inhibition above about 40%
The depositor's hits bear a star.

Preview, 3 compounds:
no.	mol	mIAP block	NLRP3 yeast inh	TIM10 inh	tim10-1 inh	hIAP inh
1	CCCc1cc(=O)oc2cc(OC(C)C(=O)NC3CC(C)(C)NC(C)(C)C3)ccc12 (stereo not given)	-4	10	-4	17	-21
2	O=C(CN1CCCC1)Nc1cc(F)ccc1F	4	18	15	6	7
3	COc1cccc(CNC(=O)CCN2C(=O)[C@@H]3Cc4ccccc4CN3C2=O)c1	-2	9	5	6	-4

no.	hIAP activ	Apaf1 inhib	mIAP activ	ATG4B inh
1	1.2	-3	1	7
2	0.93	-14	0.96	-6
3	1	15	1	3

The listing, previewed entries included:
no.	mol	mIAP block	NLRP3 yeast inh	TIM10 inh	tim10-1 inh	hIAP inh
1	CCCc1cc(=O)oc2cc(OC(C)C(=O)NC3CC(C)(C)NC(C)(C)C3)ccc12 (stereo not given)	-4	10	-4	17	-21
2	O=C(CN1CCCC1)Nc1cc(F)ccc1F	4	18	15	6	7
3	COc1cccc(CNC(=O)CCN2C(=O)[C@@H]3Cc4ccccc4CN3C2=O)c1	-2	9	5	6	-4
4	COC(=O)[C@H](CC(C)C)NC(=O)NCCC1=CCCCC1	-11	12	-1	4	-6
5	Cc1ccc(C)c(N(CC(=O)Nc2ccc(-c3nc4ccc(C)cc4s3)cc2)S(C)(=O)=O)c1	0	9	11	4	-52
6	O=C(NCc1ccco1)c1cccc(C(F)(F)F)c1	10	3	8	8	4
7	CC(OC(=O)Cc1ccc(Br)cc1)C(=O)NC1CCCCC1C (stereo not given)	8	-10	22	31	-13
8	CCOc1ccc(C(=O)NC(=S)Nc2cc(C)ccn2)cc1[N+](=O)[O-]	3	0	-43	3	17
9	Cc1nc2ccc(NC(=O)COc3ccccc3[N+](=O)[O-])cc2s1	3	14	3	-2	-2
10	O=c1c2ccccc2nc(-c2ccc(Cl)cc2)n1C1CCS(=O)(=O)C1 (stereo not given)	3	4	-2	14	4
11	CNC(=O)Cn1ncc2c3ccccc3n(C)c2c1=O	4	16	5	4	13
12	COC(=O)NC1CCC(NC(=O)OC)CC1 (stereo not given)	-1	4	7	-11	-7
13	CCOc1[nH]n(-c2ccccc2)c(=O)c1C=Nc1ccc(OC)cc1	4	33	-18	9	-24
14	Cc1ccc(CNc2ncnc3c2cnn3-c2ccccc2)cc1	-13	31	-19	6	-9
15	Cc1ccc(C(=O)NCCc2ccccc2)cc1	-7	31	-10	-3	4

no.	hIAP activ	Apaf1 inhib	mIAP activ	ATG4B inh
1	1.2	-3	1	7
2	0.93	-14	0.96	-6
3	1	15	1	3
4	1.1	-6	1.1	5
5	1.5	9	1	0
6	0.95	-12	0.9	-14
7	1.1	12	0.92	-2
8	0.83	-12	0.97	4
9	1	-22	0.97	4
10	0.96	3	0.97	-2
11	0.87	-1	0.96	-5
12	1.1	-2	1	-2
13	1.2	8	0.96	18
14	1.1	18	1.1	-5
15	0.96	-3	1.1	1

New compounds follow:
no.	mol	mIAP block	NLRP3 yeast inh	TIM10 inh	tim10-1 inh	hIAP inh
16	COC(=O)C(C)NC(=S)N1CCN(c2c(F)cc3c(=O)c(C(=O)O)cn(C4CC4)c3c2OC)CC1C (stereo not given)	-7	-5	3	2	-5
17	CCCS(=O)(=O)N1CCCC(C(=O)NCCc2ccc(Cl)cc2)C1 (stereo not given)	-5	-1	-3	-2	-18
18	COc1ccccc1NC(=O)C(C)N(C)Cc1ccc(Cl)s1 (stereo not given)	-1	5	9	-4	3
19	O=C(NCc1ccccc1F)C(=O)NCC1CCCN1S(=O)(=O)c1cccs1 (stereo not given)	-5	6	-2	-2	3
20	COc1cc(C(=O)NCC(=O)N/N=C(C)\C=C\c2ccccc2)cc(OC)c1OC	6	0	10	13	1
21	C[C@@H](NC(=O)c1nc[nH]c1C(=O)NC1CCN(C(=O)OC(C)(C)C)CC1)c1ccccc1	6	-6	10	23	-26
22	CN1CCN(C(=O)c2ccc(S(=O)(=O)c3ccc(Br)cc3)cc2)CC1	-1	25	3	-8	-6
23	CCN(CC(=O)Nc1ccccc1C(F)(F)F)C(=O)CCc1c(C)[nH]c(=O)c(C#N)c1C	-1	10	5	-11	11
24	COCC(C)n1c(SCC(=O)NC(=O)Cc2ccccc2)nc2ccccc2c1=O (stereo not given)	6	8	-6	6	5
25	N#CCCn1cc(C(=O)Nc2ccc([N+](=O)[O-])cc2)c(-c2cc3ccccc3o2)n1	11	13	5	8	2
26	COc1cccc(CN(C)C(=O)CCN(c2ccccc2)S(=O)(=O)c2ccc(C)cc2)c1OC	-1	25	-4	17	-4
27	CC(=O)NC(C)C(=O)OCC(=O)c1ccc(Cl)s1 (stereo not given)	-9	11	-19	12	10
28	CSc1nccc(Oc2ccc(C#N)cc2)n1	7	10	-4	13	-1
29	COC(=O)c1cc(S(=O)(=O)Nc2cccc(S(N)(=O)=O)c2)oc1C	-8	9	14	-2	-17
30	Cc1ccc(N(C)C(=O)c2ccc3c(Cl)c4c(nc3c2)CCC4)cc1C	5	12	21	41*	11

no.	hIAP activ	Apaf1 inhib	mIAP activ	ATG4B inh
16	1	-14	1.1	-8
17	1.2	7	1.1	-2
18	0.97	19	1	1
19	0.97	8	1	-5
20	0.99	-6	0.94	0
21	1.3	25	0.94	3
22	1.1	-4	1	-10
23	0.89	5	1	2
24	0.95	2	0.94	-14
25	0.98	-19	0.89	-21
26	1	29	1	-4
27	0.9	7	1.1	-16
28	1	-5	0.93	-1
29	1.2	-13	1.1	8
30	0.89	29	0.95	8

Four entries from above in a different format.
Below each SMILES: mIAP block	NLRP3 yeast inh	TIM10 inh	tim10-1 inh	hIAP inh	hIAP activ	Apaf1 inhib	mIAP activ	ATG4B inh
25	N#CCCn1cc(C(=O)Nc2ccc([N+](=O)[O-])cc2)c(-c2cc3ccccc3o2)n1
  11	13	5	8	2	0.98	-19	0.89	-21
26	COc1cccc(CN(C)C(=O)CCN(c2ccccc2)S(=O)(=O)c2ccc(C)cc2)c1OC
  -1	25	-4	17	-4	1	29	1	-4
27	CC(=O)NC(C)C(=O)OCC(=O)c1ccc(Cl)s1 (stereo not given)
  -9	11	-19	12	10	0.9	7	1.1	-16
28	CSc1nccc(Oc2ccc(C#N)cc2)n1
  7	10	-4	13	-1	1	-5	0.93	-1

Additional entries:
no.	mol	mIAP block	NLRP3 yeast inh	TIM10 inh	tim10-1 inh	hIAP inh
31	Cc1ccc(NC(=O)COC(=O)Cn2cnc3c2c(=O)n(C)c(=O)n3C)cc1	-4	16	0	0	-15
32	Cc1oc2c(c1C(=O)O)C(=O)c1ccccc1C2=O	9	3	13	5	16
33	CC(=O)c1ccccc1NS(=O)(=O)c1cccc2nsnc12	2	8	7	12	3
34	CCOc1ccc(N(C(C)C(=O)N2CCCC2)S(C)(=O)=O)cc1 (stereo not given)	3	17	-3	-2	6
35	O=C(NCCCCNC(=O)c1ccccn1)c1ccccn1	14	11	-24	-21	5
36	COc1ccc2[nH]c(C(=O)N/N=C/c3ccc(OC)c(O)c3)cc2c1	10	21	-6	-6	-9
37	COc1ccc(OC)c(C(=O)COC(=O)C(CCSC)NC(=O)COc2ccccc2)c1 (stereo not given)	-8	8	13	9	-2
38	COc1ccc(-c2cn[nH]c2-c2ccc(OCc3ccccc3)cc2O)cc1OC	1	6	21	28	-60
39	Cc1ccc(OC(=O)c2c(C)nn(-c3ccccc3)c2C)cc1	6	7	9	26	8
40	c1ccc(-c2cc(N3CCOCC3)nc(-c3ccccc3)n2)cc1	-3	3	9	13	31
41	O=C(NCc1cccnc1)C1CCCN(S(=O)(=O)c2cccc3nsnc23)C1 (stereo not given)	-12	1	3	20	-4
42	CCCCC(=O)NC(=S)Nc1ccccc1N1CCCCC1	9	-21	44*	37	-5
43	CC(=O)c1cc(CN2CCC(C(=O)Nc3ccc(-n4nc(C)cc4C)cc3)CC2)cs1	-2	-1	9	9	7
44	COc1ccc(N(CC(=O)NC2CCCC2)C(=O)Cn2nnc(-c3ccc(C)cc3)n2)cc1OC	-2	-2	-6	8	3
45	COCCn1c(-c2ccccc2)nc(=S)c2c1CC(C)(C)OC2	-8	0	-12	-8	-14

no.	hIAP activ	Apaf1 inhib	mIAP activ	ATG4B inh
31	1.2	2	1	-5
32	0.84	79*	0.91	-8
33	0.97	3	0.98	-6
34	0.94	1	0.97	7
35	0.95	2	0.86	-3
36	1.1	6	0.9	-15
37	1	25	1.1	0
38	1.6	-13	0.99	7
39	0.92	21	0.94	1
40	0.69	-9	1	2
41	1	6	1.1	1
42	1.1	21	0.91	7
43	0.93	-3	1	-6
44	0.97	9	1	3
45	1.1	-4	1.1	0

Two compounds from above, limited to mIAP block and hIAP inh:
no.	compound	mIAP block	hIAP inh
31	Cc1ccc(NC(=O)COC(=O)Cn2cnc3c2c(=O)n(C)c(=O)n3C)cc1	-4	-15
36	COc1ccc2[nH]c(C(=O)N/N=C/c3ccc(OC)c(O)c3)cc2c1	10	-9

Later entries:
no.	mol	mIAP block	NLRP3 yeast inh	TIM10 inh	tim10-1 inh	hIAP inh
46	CNc1ccccc1C(=O)OCC(=O)Nc1ccc2c(c1)OCO2	-11	32	-3	-7	2
47	CCN1CCN(C(=O)/C=C/c2cccc(Cl)c2)CC1	-1	11	-9	-13	0
48	O=c1c(Cc2ccc(F)cc2)c(O)ccn1CCCn1ccnc1	-1	11	-3	5	16
49	Cc1nc2ccc(NC(=O)c3cnc(Cl)c(Cl)c3)cc2s1	7	10	5	-21	13

no.	hIAP activ	Apaf1 inhib	mIAP activ	ATG4B inh
46	0.98	3	1.1	2
47	1	-1	1	-4
48	0.84	-7	1	-6
49	0.87	8	0.93	-4
